Bioassay records: PubChem, National Center for Advancing Translational Sciences (NCATS)
NPC1 promoter act – qHTS Assay for NPC1 Promoter Activators | Huh7 NPC1 promoter luciferase reporter, 24 h | Potency, µM (top dose mostly 9.22 µM), without a hit: top-dose activation, usual class: activators | 320,000 tested, 2.4% active;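 further: potency means the concentration at half of the fitted maximal effect; % of control where 0% means no effect; nearly all actives have a fitted effect of over 60% in size; reporter is driven by a mutant NPC1 promoter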
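NPC1 promoter–luciferase Huh7 cells; 24 h compound; luminescence.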
TRPV1 ag – HTS Assay for Compounds that Act as Agonists of the Vanilloid Receptor 1 | Transient receptor potential cation channel subfamily V member 1 (Homo sapiens), Q8NER1 | TRPV1-expressing cells, Fluo-8 calcium influx, agonist mode | activation, % at 8.33 µM | 320,000 tested, 0.19% active | AID 540275, 2011; in the data active means activation above about 80%; inconclusive means between about 30% and that limit; further: 0% is about no effect
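Fluo-8 calcium influx in TRPV1-expressing cells, kinetic read (ex 480/em 520 nm). Compound added and read 3 min for agonist activity, followed by capsaicin at EC20 final and 2 min further read for enhancement.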
Tb PFK block – qHTS Assay to Find Inhibitors of T. brucei phosphofructokinase; T. brucei PFK, ADP-Glo luminescence; 330,000 tested, 0.17% active; ATP-dependent 6-phosphofructokinase (Trypanosoma brucei brucei), O15648; Potency, µM (highest dose often 57.5 µM), without a hit: at the highest dose activity, negative = inhibition, usual class: inhibitors; AID 485367, 2010;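 further: potency means the concentration at half of the fitted maximal effect; 0% = uninhibited 1x PFK enzyme wells and -100% = no-enzyme wells; nearly all actives have a fitted effect of over 60% in size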
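In TEA buffer at pH 8.0 with 5 mM MgCl2, enzyme (1.25 nM) converted F6P (0.5 mM) and ATP (0.1 mM) for 45 min at room temperature. ADP product was read by luciferase luminescence.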
BRCA1 expr act – qHTS Assay to Identify Small Molecule Activators of BRCA1 Expression; MCF7-BRCA1-FFLuc reporter, luminescence, 48 h; response scale: scaled: vehicle 0%, 10 µM genistein 100%; Potency, µM (top dose mostly 46.1 µM), inactives show at the top dose activation, most hits filed as activators; 380,000 tested, 1.1% active; further: potency means the concentration at half of the fitted maximal effect; nearly all actives have a fitted effect of over 80% in size; some results filed as inactive show a strong effect at the top dose
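48 h compound treatment of MCF7-BRCA1-FFLuc cells (phenol-red free MEM, 37 °C), then 15 min with luciferase substrate and luminescence imaging.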
Rab9 promoter act – qHTS Assay for Rab9 Promoter Activators; Potency, µM (highest dose often 9.22 µM), for the others: at the top dose activation, negative = inhibition, most hits filed as activators; Huh7 Rab9 promoter-luciferase reporter, luminescence, 24 h; 320,000 tested, 2.8% active; AID 485297, 2010; further: potency means the concentration at half of the fitted maximal effect; % of control where 0% means no effect; nearly all actives have a fitted effect of over 60% in size
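Luminescence read-out: Huh7 cells stably expressing Rab9-luciferase, treated 24 h with compound at 37 °C, then lysed with luciferase reagent for 10 min at ambient before reading.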
RORg inh – qHTS for inhibitors of ROR gamma transcriptional activity; Nuclear receptor ROR-gamma (Mus musculus), P51450; Drosophila S2 Gal4-RORgamma UAS-luciferase reporter, 20 h; Potency, µM (highest dose often 53.6 µM), inactives show top-dose activity change, negative = inhibition, most hits filed as inhibitors; 310,000 tested, 5.4% active; further: potency means the concentration at half of the fitted maximal effect; on the % scale 0 is the no-effect control and ±100 the full control effect; nearly all actives have a fitted effect of over 60% in size
Target sequence (P51450 whole entry, looked up, the tested form may be a part): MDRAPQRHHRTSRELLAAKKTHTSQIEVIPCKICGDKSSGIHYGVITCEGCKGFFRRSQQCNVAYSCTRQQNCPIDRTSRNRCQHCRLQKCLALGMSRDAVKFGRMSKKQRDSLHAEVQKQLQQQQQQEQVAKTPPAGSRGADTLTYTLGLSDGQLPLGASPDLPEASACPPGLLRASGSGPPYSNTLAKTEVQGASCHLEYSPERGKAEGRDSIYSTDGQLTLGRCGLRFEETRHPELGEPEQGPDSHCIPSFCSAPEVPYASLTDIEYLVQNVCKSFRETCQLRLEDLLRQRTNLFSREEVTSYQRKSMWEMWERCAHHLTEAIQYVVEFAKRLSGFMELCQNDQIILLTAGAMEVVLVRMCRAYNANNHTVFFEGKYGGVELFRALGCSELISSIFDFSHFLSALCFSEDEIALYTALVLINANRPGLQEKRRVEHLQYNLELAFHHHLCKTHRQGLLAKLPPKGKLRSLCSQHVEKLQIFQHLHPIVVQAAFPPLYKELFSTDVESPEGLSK
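Drosophila S2 cells stably expressing Gal4-DBD/mouse RORγ fusion under metallothionein promoter plus UAS-luciferase; compound 1 h, then 700 uM CuSO4 induction for 20 h at ambient temperature; inhibition read as reduced luminescence.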
ELG1 genotox – qHTS screen for small molecules that induce genotoxicity in human embryonic kidney (HEK293T) cells expressing luciferase-tagged ELG1; HEK293T ELG1-luciferase reporter, luminescence, 16 h; Potency, µM (series often up to 46 µM), for inactives: at the highest dose activity change, positive = activation, most hits filed as activators; 330,000 tested, 1.3% active; AID 504466, 2011; further: potency means the concentration at half of the fitted maximal effect; % of control where 0% means no effect; nearly all actives have a fitted effect of over 60% in size
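HEK293T cells expressing luciferase-tagged ELG1 were exposed to compound or DMSO vehicle for 16 hr at 37 °C and 5% CO2. Luciferase activity was then measured with ONE-Glo after 30 min at room temperature.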
FLuc counter – qHTS profiling assay for firefly luciferase inhibitor/activator using purifed enzyme and Km concentrations of substrates (counterscreen for miR-21 project) | Luciferin 4-monooxygenase (Photinus pyralis), P08659 | purified FLuc, Km substrates, luminescence inhibition | Potency, µM (top dose mostly 57.5 µM), without a hit: at the top dose activity change, negative = inhibition, usual class: inhibitors | 360,000 tested, 6.9% active | AID 588342, 2011;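 further: potency means the concentration at half of the fitted maximal effect; plate controls were vehicle for no effect and reference inhibitor for full effect; nearly all actives have a fitted effect of over 55% in size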
Target sequence (P08659 whole entry, looked up): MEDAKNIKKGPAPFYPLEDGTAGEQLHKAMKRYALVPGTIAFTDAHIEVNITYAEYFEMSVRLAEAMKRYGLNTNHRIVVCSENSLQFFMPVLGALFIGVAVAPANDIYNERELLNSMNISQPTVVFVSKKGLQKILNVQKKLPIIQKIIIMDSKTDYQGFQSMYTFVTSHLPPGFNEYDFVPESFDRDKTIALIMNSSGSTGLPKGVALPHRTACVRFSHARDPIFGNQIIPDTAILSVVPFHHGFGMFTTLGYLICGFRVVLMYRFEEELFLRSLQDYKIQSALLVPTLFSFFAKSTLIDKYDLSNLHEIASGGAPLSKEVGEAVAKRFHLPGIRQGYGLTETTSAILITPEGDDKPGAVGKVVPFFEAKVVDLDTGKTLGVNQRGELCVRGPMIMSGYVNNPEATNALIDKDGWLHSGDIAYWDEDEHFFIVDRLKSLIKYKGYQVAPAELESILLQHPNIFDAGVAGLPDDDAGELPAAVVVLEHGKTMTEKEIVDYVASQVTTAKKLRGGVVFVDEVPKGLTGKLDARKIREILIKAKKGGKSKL
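Purified P. pyralis luciferase (10nM final) with 10uM D-luciferin and 10uM ATP (Km levels) in 50mM Tris acetate pH 7.5, 10mM Mg acetate, 0.01% Tween-20, 0.05% BSA; qHTS 6-point titration, ~60 µM downward; luminescence read.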
ELG1 repair inh – qHTS screen for small molecules that inhibit ELG1-dependent DNA repair in human embryonic kidney (HEK293T) cells expressing luciferase-tagged ELG1. HEK293T ELG1-luciferase reporter, luminescence, 16 h; DNA damage induced by 5-fluorouridine. Potency, µM (top dose mostly 46.1 µM), for the others: at the top dose activity change, negative = inhibition, most hits filed as inhibitors. 330,000 tested, 2.3% active. AID 504467, 2011; further: potency means the concentration at half of the fitted maximal effect; on the % scale 0 is the no-effect control and ±100 the full control effect; nearly all actives have a fitted effect of over 55% in size
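Step one: seed 2,000 cells per well. Step two: pin-transfer compound or DMSO alongside 5-fluorouridine. Step three: incubate 16 hr, 37 °C, 5% CO2. Step four: add ONE-Glo, wait 30 min, read luminescence.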
p53 reactivator – qHTS assay for re-activators of p53 using a Luc reporter. H1299 p53-A138V BP100-luciferase reporter, luminescence, 24 h. Potency, µM (top dose mostly 92.2 µM), for the others: top-dose activity change, positive = activation, most hits filed as activators. 320,000 tested, 0.063% active. AID 504706, 2011; further: potency means the concentration at half of the fitted maximal effect; % of control where 0% means no effect; nearly all actives have a fitted effect of over 45% in size
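p53-null H1299 cells stably carrying temperature-sensitive p53-A138V and a BP100-luciferase reporter were pinned with compounds (4-point, 1:5 series) and held 24 hrs at 37 deg C. Luminescence was read 10 min after detection reagent.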
VP16 counter – VP16 counterscreen qHTS for inhibitors of ROR gamma transcriptional activity; Drosophila S2 Gal4-VP16 UAS-luciferase, luminescence, 20 h; Potency, µM (series often up to 53.6 µM), for the others: at the top dose activity, negative = inhibition, actives largely listed as inhibitors; 310,000 tested, 3.5% active;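 further: Gal4-VP16 expression switched on by copper sulfate through the metallothionein promoter; potency means the concentration at half of the fitted maximal effect; on the % scale 0 is the no-effect control and ±100 the full control effect; nearly all actives have a fitted effect of over 50% in size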
* hit, by the source's call; ? = inconclusive; . = no result given; & = joins results of further samples; [ ] = dose if it differs, or a comment. Unless noted, the call rests on the fitted dose curve; in most records, active means well fitted curve in the direction sought with a large enough effect; inconclusive means small, poorly fitted or top-dose-only effect, or another doubt; inactive means no such curve, though single readings can be large; an effect the other way counts as inactive or inconclusive. Random draw from the library. About 15% of those tested had a hit in this group.

SMILES | NPC1 promoter act | TRPV1 ag | Tb PFK block | BRCA1 expr act | Rab9 promoter act | RORg inh | ELG1 genotox | FLuc counter | ELG1 repair inh | p53 reactivator | VP16 counter
COc1ccc(/C=C/C2=NN(Cc3ccccc3)C(=O)CC2)cc1 | 0% | 15 | -1% | 3% | -3% | 0% | -4% | -9% | -1% | -2% | 0%
COc1cccc(C2SCC(=O)N2c2ccc(Cl)cc2)c1OC (centres undefined) | -3% | -7 | 0% | -10% | -4% | 3%[10 µM] | -4% | 11% | -6% | -7% | -8%
O=C(Cc1csc(-c2cccc(Cl)c2)n1)Nc1cccc(S(=O)(=O)NC2=NCCC2)c1 | 2% | -4 | -2% | -34% | 1% | . | ? | ? | ? | -6% | .
CCCc1cc2c(OC(=O)CC)c(-c3ccc(C(=O)OCC)o3)c(=O)oc2cc1OC | 2% | 0 | -1% | -23% | -6% | ? | 0% | 24µM* | 12% | 19% | -19%
CC1CCCC(NC(=O)COC(=O)c2ccccc2[N+](=O)[O-])C1C (centres undefined) | 1% | 13 | -5% | 11% | 0% | ? | 14% | ? | ? | 15% | 7%
O=C(Nc1ccccc1Cc1ccccc1)C1CC(=O)N(c2ccc3c(c2)OCCO3)C1 (centres undefined) | -1% | -1 | -4% | -21% | 3% | 16% | 0% | -2% | ? | -2% | -10%
COC(=O)CNC(=O)C(CCSC)NC(C)=O (centres undefined) | 1% | -1 | 0% | 0% | -8% | -11% | 3% | -2% | -3% | 11% | -13%
Cc1ccc(C(=O)N2CC(=O)Nc3ccc(F)cc3C2c2ccc(F)cc2)cc1[N+](=O)[O-] (centres undefined) | -3% | 0 | -1% | -22% | -1% | ? | -5% | 8% | ? | -4% | 0%
CN(CCOc1ccc(Cl)cc1)CC(=O)Nc1ccc(OC(F)(F)F)cc1 | -3% | 14 | 4% | -13% | 0%[1.84 µM] | 37% | -7% | -1% | -13% | -2% | -1%
Cc1ccc(NS(=O)(=O)c2c(C)nc3sccn3c2=O)c(C)c1 | 2% | 8 | 0% | 19% | 11% | 14% | 2% | 6% | -1% | . | 5%
CC(C)CS(=O)(=O)C1=NSC2=NC(=O)/C(=C\c3ccc(OC(=O)c4ccco4)cc3)C(=N)N21 | 9% | -2 | -8% | 4% | 2% | -18% | 1% | ? | 19% | 15% | -3%
Cc1nnc(SCC(=O)Nc2ccc(S(=O)(=O)N3CCCCC3)cc2)s1 | -6% | 22 | 3% | -9% | 20% | 8% | 1% | 3% | -2% | -6% | 1%
CC(C)C(=O)NC(=S)Nc1ccc(S(=O)(=O)N2CCN(C)CC2)cc1 | -5% | -4 | -5% | -2% | 0% | -8% | 2% | 2% | 14% | -16% | -7%
Cc1ccc(-c2nc(CCNC(=O)c3ccco3)cs2)cc1 | -10% | ? | -1% | -1% | -2% | . | -9% | 17µM* | ? | -5% | .
O=C(NC1CC1)c1ccc2c(c1)NC(=O)c1ccccc1S2 | -1% | 3 | -1% | . | 0% | 34% | -1% | -6% | -19% | -2% | -14%
CCC(CC)n1[nH]c(=O)cc1N | -1% | 2 | -2% | 17% | -1% | -28% | 0% | -1% | 12% | 3% | 0%
COc1ccc(-c2cc(C(F)(F)F)nc(S(=O)(=O)CCCC(=O)Nc3cccc(O)c3)n2)cc1OC | -3% | 16&20 | -14% | -91%&-5%[inhibitor] | 1% | 10µM* | 9% | -2%&-11% | ? | -11% | 11µM*
Cc1ccc(C(=O)OCC(=O)NCc2ccc3c(c2)OCO3)s1 | -1% | ? | -10% | 0% | 9% | 0% | -4% | -2% | 10% | 2% | 3%
O=C(NCC(c1ccco1)N1CCCC1)c1ccc(S(=O)(=O)Nc2ccccc2F)cc1 (centres undefined) | -1% | 0 | 5% | -3% | -16% | . | -5% | 0% | -17% | -6% | .
Cc1nc(CSc2nnc(C)s2)cs1 | 1% | 2 | 6% | 16% | -5% | -1% | 3% | 1% | 18% | 16% | 0%

By substructure: the entries above with an aryl methoxy group.
SMILES | NPC1 promoter act | TRPV1 ag | Tb PFK block | BRCA1 expr act | Rab9 promoter act | RORg inh | ELG1 genotox | FLuc counter | ELG1 repair inh | p53 reactivator | VP16 counter
COc1ccc(/C=C/C2=NN(Cc3ccccc3)C(=O)CC2)cc1 | 0% | 15 | -1% | 3% | -3% | 0% | -4% | -9% | -1% | -2% | 0%
COc1cccc(C2SCC(=O)N2c2ccc(Cl)cc2)c1OC (centres undefined) | -3% | -7 | 0% | -10% | -4% | 3%[10 µM] | -4% | 11% | -6% | -7% | -8%
CCCc1cc2c(OC(=O)CC)c(-c3ccc(C(=O)OCC)o3)c(=O)oc2cc1OC | 2% | 0 | -1% | -23% | -6% | ? | 0% | 24µM* | 12% | 19% | -19%
COc1ccc(-c2cc(C(F)(F)F)nc(S(=O)(=O)CCCC(=O)Nc3cccc(O)c3)n2)cc1OC | -3% | 16&20 | -14% | -91%&-5%[inhibitor] | 1% | 10µM* | 9% | -2%&-11% | ? | -11% | 11µM*

The list goes on:
SMILES | NPC1 promoter act | TRPV1 ag | Tb PFK block | BRCA1 expr act | Rab9 promoter act | RORg inh | ELG1 genotox | FLuc counter | ELG1 repair inh | p53 reactivator | VP16 counter
C/C(=C\c1cccs1)C(=O)c1c(C)cc(C)[nH]c1=O | 1% | -1 | 3% | 3% | -3% | 5% | 1% | 6% | 16% | 0% | -1%
CCCOc1ccc(C(=O)Nc2ccc(N(C)C)cc2)cc1 | 15% | -4 | 1% | ? | ? | 32% | 5.6µM* | 0.76µM* | ? | 28% | 2%
COc1ccc(CCNC(=O)c2ccc3c(SCC(=O)O)c4c(nc3c2)CCCC4)cc1OC | -1% | -3 | -10% | -23% | 2% | 36% | 5% | ? | 0% | -4% | -5%
Cn1cnnc1SCC(=O)N1CCC(Cc2ccccc2)CC1 | 0% | -3 | 2% | 0% | 0% | 10% | 0% | -2% | -1% | 1% | 7%
O=C(O)CC(Cc1ccc(Cl)cc1)C(=O)NCc1ccccc1 (centres undefined) | 1% | 1 | -4% | 0% | -4% | 1% | 0% | 0% | 12% | 0% | 1%
CC(=O)N1SC(N)=NC1c1ccccc1 (centres undefined) | -3% | -1 | -1% | -2% | -9% | -17% | -1% | 11% | -6% | -4% | -3%
Cc1cc(C(=O)N/N=C/c2ccc(O)c([N+](=O)[O-])c2)c(C)n1-c1ccc(F)cc1 | 15% | ? | -6% | 26% | 17% | -13% | 9% | 2.4µM* | ? | ? | 2%
O=C(CSCc1ccccc1Cl)NN=C1CCCCCC1 | -3% | 0 | -4% | -27% | -1% | 25% | -2% | ? | 11% | 2% | -3%
O=C1CC(N2CCC(c3nc4ccccc4[nH]3)CC2)C(=O)N1c1cccc(F)c1 (centres undefined) | 1% | 0 | -1% | 25% | -9% | 14% | -1% | -2% | 4% | -1% | 6%
CC1=CC(c2ccccc2)=NS(=O)(=O)N1 | . | . | 6% | 6% | . | . | 15% | . | ? | 11% | .
CCOc1ccccc1NS(=O)(=O)c1ccc2c(c1)n(C)c(=O)c(=O)n2C | 5% | 0 | 0% | -20% | -7% | 21% | 0% | -4% | -6% | -4% | -5%
Cc1cc(=O)n2c(n1)OC(CO)C2 (centres undefined) | -5% | -3 | 6% | -1% | 1% | -14% | 3% | 3% | 8% | -1% | -6%
CCOC(=O)/C=C1\SCC(=O)N1CC(=O)Nc1ccc(OC)c(OC)c1 | -3% | 1 | -1% | 17% | -8% | -1% | 2% | 4% | -11% | -2% | 2%
O=C(NCc1ccco1)c1cc(Cl)nc(Cl)c1 | -2% | 6 | -2% | -3% | -1% | ? | -1% | 2% | 17% | -6% | 6%
